CCR6 antag: CCR6 receptor antagonists, primary screen, cell-based, CHO-K1, luminescence, beta-arrestin, uHTS. hit rate 0.49% among 340,000. C-C chemokine receptor type 6 (Homo sapiens), P51684. inhibition, % at 20 µM. CHO-K1 CCR6 PathHunter beta-arrestin, CCL20-stimulated;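 active = compounds whose inhibition of the agonist-driven luminescence signal at 20 µM reaches about 50%, limit read from the data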;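 also: cells stimulated with CCL20 at 14 nM final; plate controls were DMSO with CCL20 for no effect and DMSO without agonist for full effect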
697 NFkB inh: inhibitors of PMA/ionomycin-induced NF-kB reporter, 697 cells, primary screen, B-cell NF-kB inhibitor project, cell-based, luminescence, uHTS. inhibition, % at 4 µM. 697 B-cell NF-kB luciferase reporter, 16 h. hit rate 0.33% among 330,000; in the data active = inhibition above about 35%
Apaf1 inhib: inhibitors of human Apaf-1 apoptosome, primary screen, biochemical, DEVD-Rh110 fluorescence, uHTS; reconstituted apoptosome caspase-3 activity; AID 489030, 2010; inhibition, % at 20 µM; hit rate 0.71% among 330,000; Apoptotic protease-activating factor 1 (Homo sapiens), O14727; active = inhibition of at least 40% at 20 µM;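 also: plate controls were DMSO wells for no effect and DEVD-CHO caspase inhibitor wells for full effect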
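Material: biochemical Apaf-1 apoptosome reconstitution. Medium: Hepes buffer, pH 7.5. Also added: cytochrome c activation, bis-DEVD rhodamine 110 substrate. Timing: 30 min compound preincubation, 50 min activation, room temperature. Measured by: rhodamine 110 fluorescence at Ex 480/Em 540 nm.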
Gli-Sufu block: Gli-Sufu pathway antagonists, primary screen, luciferase luminescence, Sufu-KO-LIGHT cells, uHTS | Sufu-KO-LIGHT fibroblasts, Gli luciferase reporter luminescence | inhibition, % at 5 µM | hit rate 0.74% among 340,000 | AID 588413, 2011;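 active = inhibition above about 55%, limit read from the data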;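 also: 0% = DMSO-treated cells and 100% = wells with medium but no cells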
UBC13 inh: UBC13 polyubiquitin chain formation inhibitors, primary screen, biochemical, TR-FRET, uHTS. Ubiquitin-conjugating enzyme E2 N (Homo sapiens), P61088. inhibition, % at 20 µM. hit rate 0.47% among 330,000. AID 485273, 2010; in the data active = inhibition above about 45%, passing the limit was not always enough
Target sequence (P61088 whole entry, looked up): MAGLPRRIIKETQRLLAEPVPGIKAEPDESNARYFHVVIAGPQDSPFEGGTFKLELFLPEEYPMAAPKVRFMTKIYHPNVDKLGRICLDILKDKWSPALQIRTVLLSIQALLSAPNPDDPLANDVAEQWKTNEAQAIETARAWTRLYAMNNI
SENP8 block: SENP8 protease inhibitors, primary screen, biochemical, luminescence | purified SENP8, Z-RLRGG-aminoluciferin cleavage | inhibition, % at 10 µM | hit rate 1.2% among 330,000
Target sequence (Q96LD8 whole entry, looked up): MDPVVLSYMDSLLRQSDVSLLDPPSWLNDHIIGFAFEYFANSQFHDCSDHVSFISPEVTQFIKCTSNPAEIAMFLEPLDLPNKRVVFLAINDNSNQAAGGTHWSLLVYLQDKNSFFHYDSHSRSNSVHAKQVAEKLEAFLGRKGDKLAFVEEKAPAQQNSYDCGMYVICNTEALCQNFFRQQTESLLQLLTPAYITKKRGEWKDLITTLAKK
EBI2 block: EBI2 receptor antagonists, beta-arrestin recruitment, primary screen, cell-based, luminescence, 7a,25-OHC stimulation, uHTS; inhibition, % at 5 µM; G-protein coupled receptor 183 (Homo sapiens), P32249; hit rate 0.81% among 360,000; 7a,25-OHC stimulated; in the data active = inhibition above about 38%;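 also: enzyme fragment complementation signal reports receptor beta-arrestin coupling in cells; 0% = agonist plus DMSO wells and 100% = wells without agonist; some results beyond the cut were filed as inactive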
Target sequence (P32249 whole entry, looked up, the tested form may be a part): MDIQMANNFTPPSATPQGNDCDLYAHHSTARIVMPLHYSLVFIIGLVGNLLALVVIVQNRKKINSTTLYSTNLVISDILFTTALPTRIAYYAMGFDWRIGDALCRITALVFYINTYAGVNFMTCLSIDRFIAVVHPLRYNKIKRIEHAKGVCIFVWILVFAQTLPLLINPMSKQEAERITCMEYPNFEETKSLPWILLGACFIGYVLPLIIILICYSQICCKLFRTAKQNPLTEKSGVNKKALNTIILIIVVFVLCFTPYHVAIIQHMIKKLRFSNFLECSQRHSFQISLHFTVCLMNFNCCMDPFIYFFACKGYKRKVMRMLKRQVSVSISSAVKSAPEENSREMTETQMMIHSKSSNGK
Jurkat NFkB inh: inhibitors of induced NF-kB luciferase reporter, primary screen, TCR NF-kB activation inhibitor project, cell-based, luminescence, uHTS; Jurkat, PMA/ionomycin-induced NF-kB luciferase reporter; inhibition, % at 4 µM; hit rate 0.53% among 330,000
Numbers without * were called inactive; . = not tested or not shown. Rule as the data show it, unless noted: active = inhibition above about 50%; inactive = the rest. Not all compounds are listed (hit frequency here may not be typical).

structure	CCR6 antag	697 NFkB inh	Apaf1 inhib	Gli-Sufu block	UBC13 inh	SENP8 block	EBI2 block	Jurkat NFkB inh
Cc1ccc(OCCNC(=O)c2cccc(Oc3ccc(C(F)(F)F)cc3[N+](=O)[O-])c2)cc1	-1	3	21	4	-10	-8	40*	-8
Cc1ccc(-c2csc(NC(=S)NC(=O)c3cccs3)n2)cc1	25	-13	-6	3	3	-2	9	-2
Nc1cc(N)nc(SCC(=O)NCc2ccc3c(c2)OCO3)n1	8	1	-10	-1	1	13	10	-5
CCCCCCOc1ccc(N2C(=O)CC(SC(=NCC)NCC)C2=O)cc1 (centres undefined)	3	4	-4	-3	-6	-6	0	-4
CCCCN(C)C(=O)c1nc2ccccn2c1CN1CCN(c2ccccn2)CC1	15	14	5	3	1	3	8	4
COc1ccc(S(=O)(=O)/N=C2/NC(=O)/C(=C/c3ccco3)S2)cc1	-8	-31	-5	8	-27	-3	-16	11
CCOC(=O)[C@@H]1[C@H]2COc3cc(OC)ccc3[C@@H]2N2C(=O)N(c3ccc(C(F)(F)F)cc3)C(=O)[C@]12C	12	-9	-8	4	-3	-12	15	-8
O=C(NCc1ccc(Cl)cc1)C1CCCN1C(=O)Nc1ccc(F)cc1 (centres undefined)	13	9	2	.	7	4	-1	3
COCCN1C(=O)N[C@@H](c2ccccc2)[C@@H](C(=O)OC)[C@H]1C	5	14	-3	-7	-1	5	5	10
Cc1ccc(-n2nnnc2SCC(=O)c2cc(C)n(-c3cc(C)on3)c2C)cc1	2	-6	-10	1	1	4	19	13
Cc1csc(SCC(=O)NCc2ccccc2Cl)n1	17	3	7	-1	-3	-2	8	-2
Cc1cc([N+](=O)[O-])nn1CCCC(=O)Nc1cc(Oc2ccccc2)cc([N+](=O)[O-])c1	23	0	-1	9	13	-10	3	2
COc1ccc(N2CCN(C(=O)Cc3cccs3)CC2)cc1	5	-7	-6	3	5	-4	0	-11
Cc1ccc(C(=O)N/N=C/c2ccc(-c3ccccc3[N+](=O)[O-])o2)cn1	-10	13	75*	3	-39	36	-9	16
NC(=O)CSc1nnc(-c2ccc(S(=O)(=O)N3CCOCC3)cc2)n1CC1CCCO1 (centres undefined)	-5	13	-4	1	-2	-1	0	12
O=C(CSc1nnc(NC(=O)C2CCC2)s1)NC1CC1	0	-1	12	-3	-1	-1	-4	15
C/C(=N\Nc1ccc([N+](=O)[O-])cc1[N+](=O)[O-])c1cc2c(ccc3ccccc32)oc1=O	.	18	2	.	6	6	.	22
COc1ccccc1C(=O)N/C(=C\c1ccccc1)C(=O)NC(C)C(=O)O (centres undefined)	5	2	8	-5	-2	-1	0	-3
CN(C)c1oc(-c2ccccc2)nc1C#N	-3	22	-11	-4	14	-1	-3	-1
Cc1ccc(NC(=O)CCc2c(C)nn(-c3ccc(N4CCOCC4)nn3)c2C)c(C)c1	5	20	-1	-5	-2	2	-1	17
COc1ccccc1CN1CC(C(=O)NCCc2cn[nH]c2)CCC1=O (centres undefined)	-8	-4	14	-7	-1	-2	-15	-15
O=C(/C=C/c1ccccc1)N1CCC(Cc2ccccc2)CC1	9	-9	13	-27	-1	-11	90*	-12
CN(C)C(=O)CSc1nnc(-c2cccs2)n1-c1ccccc1	5	20	-23	3	7	3	-3	12
COC(=O)c1ccc(CN2C(=O)c3ccccc3C2=O)cc1	-3	3	-11	-24	6	3	-5	11
COc1ccccc1-c1cc(C(F)(F)F)nc(S(=O)(=O)CCCC(=O)Nc2cc(C)on2)n1	19	-239	16	1	10	-11	7	27
CCCCCCCCCCCCCCCC[n+]1cccc2ccccc21	34	62*	91*	89*	102*	3	-19	88*
Cc1ccc(OCCCC(=O)Nc2ccc(S(=O)(=O)Nc3ccccn3)cc2)cc1	-13	13	5	-6	4	-4	-4	7
Cc1cc(C)nc(SCC(=O)Nc2cc(C)on2)n1	-2	8	-6	-4	12	4	-6	10
COc1ccccc1/C=C/C=N/NC(=O)CC1C(=O)NN=C1C (centres undefined)	3	-7	4	0	-12	1	1	17
Cc1cc(O)c(S(=O)(=O)c2ccccc2)c(C)c1NS(=O)(=O)c1ccccc1	9	-16	16	9	-5	-9	3	-8
COc1ccc(Cc2cnc(N)s2)cc1	6	-5	-11	-12	-4	0	-3	12
CC1(C)NC(=O)N(CC(=O)N2CCN(c3cccc(C(F)(F)F)c3)CC2)C1=O	10	3	1	-1	3	-5	21	-13
COc1ccc(NC(=O)C2CCCN(S(=O)(=O)c3cccs3)C2)cc1OC (centres undefined)	-1	-4	11	1	-5	-7	-14	-3
Cc1ccnc(NC(=O)c2ccc(S(=O)(=O)N3CCC(C)CC3)cc2)c1	10	-97	17	-7	3	14	-3	-112
Cc1cc2cc(C)c3nnc(SCc4ccccn4)n3c2cc1C	9	3	14	13	-3	-3	2	-1
COc1cccc(NC(=O)CN(C)C(C)C(=O)Nc2ccc(C#N)cc2)c1 (centres undefined)	6	5	-1	-3	16	0	4	-1
Cc1ccc(C2N3CC4([N+](=O)[O-])CN2CC([N+](=O)[O-])(C3)C4(C)C)cc1 (centres undefined)	0	0	-4	-6	-5	-8	2	4
CN(C)C(CNC(=O)c1ccc2[nH]c(=O)c(=O)[nH]c2c1)c1ccco1 (centres undefined)	-2	13	-11	-5	1	2	-3	11
CC(C)(C)c1nnc(SCC(=O)c2ccccc2)n(N)c1=O	13	-21	10	2	-7	9	0	1
COC(=O)c1sccc1NC(=O)Cc1ccc(OC)c(OC)c1	-6	-16	-7	-10	5	-8	-13	0
O=C(CCc1nc2ccccc2s1)N1CCN(c2ccccc2)CC1	4	-4	3	-4	-8	-5	-2	1
COC(=O)Cn1cnc2c(C#N)c3n(c2c1=O)CCCC3	-8	-2	-2	5	-5	0	3	-14
CCn1c(COc2cccc(OC)c2)nnc1SCC(=O)NCC1CCCO1 (centres undefined)	2	3	8	-2	-5	-10	-7	-10
COC(=O)CNC(=O)CSc1nc2sccc2c(=O)n1-c1ccccc1	5	4	-18	-7	-6	10	2	-3
COc1cccc(-c2ccc3ncnc(NCc4ccc5c(c4)OCO5)c3c2)c1	5	-38	28	-22	-24	-4	7	-77
Cc1ccccc1-n1c(SCC(=O)NCc2cccs2)nc2ccccc2c1=O	5	7	-7	6	1	0	6	0
COc1ccc2c(c1)[nH]c1c(=O)n(/N=C/c3ccc(OC)c(CN4CCCC4)c3)cnc12	10	-10	23	-1	9	-1	-8	-11
Cc1ccc(SC/C(O)=C(\C#N)c2nc3ccccc3s2)cc1	6	1	8	21	-3	25	2	11
O=C(COC(=O)C1=COCCO1)Nc1ccc2c(c1)OCO2	3	6	-1	7	-3	-8	-3	-8
O=C(Nc1cccc(Cl)c1)C1C2CCC3C(CCC21)C3(Cl)Cl (centres undefined)	7	-8	14	3	-1	-8	18	5
COc1ccc(CNC(=O)CN(Cc2ccc(F)cc2)C(=O)c2csnn2)cc1	5	11	-6	1	4	-1	0	6
COc1ccc(OC)c(Nc2nc(-c3cccc([N+](=O)[O-])c3)nc3ccccc23)c1	0	22	-6	14	-13	-3	-3	11
Cc1cccc(-n2cc[nH]c2=S)c1C	10	-10	-5	0	-11	-12	-12	-7
CN1CCSc2ccc(C(=O)Nc3ccc(Cl)cc3)cc21	19	-71	24	-118	4	-18	8	-134
Cc1ccc2c(c1)C1CN(C)CCC1N2S(=O)(=O)c1ccccc1F (centres undefined)	6	6	-15	11	8	7	-18	-14
COc1cc(-c2noc(C3CCCN(S(=O)(=O)c4cccc(Cl)c4)C3)n2)cc(OC)c1OC (centres undefined)	-4	16	16	5	6	2	18	-4
COc1ccc(N2CCN(C(=O)CCS(=O)(=O)c3ccc(OC)cc3)CC2)cc1	2	14	-2	2	9	1	4	-1
Oc1ccc(Nc2ncnc3ccccc23)cc1	14	-18	7	-11	-5	7	-5	-10
O=C(O)/C(=C/c1ccco1)c1ccccc1	.	12	0	.	-1	-1	.	-2
CCC(=O)Nc1c2c(nn1-c1ccc(C)cc1)CS(=O)(=O)C2	14	19	0	-1	2	1	1	-7

7 compounds from above, ordered by formula weight, lowest first:
structure	CCR6 antag	697 NFkB inh	Apaf1 inhib	Gli-Sufu block	UBC13 inh	SENP8 block	EBI2 block	Jurkat NFkB inh
Cc1cc2cc(C)c3nnc(SCc4ccccn4)n3c2cc1C	9	3	14	13	-3	-3	2	-1
O=C(CCc1nc2ccccc2s1)N1CCN(c2ccccc2)CC1	4	-4	3	-4	-8	-5	-2	1
Cc1ccc2c(c1)C1CN(C)CCC1N2S(=O)(=O)c1ccccc1F (centres undefined)	6	6	-15	11	8	7	-18	-14
Cc1ccc(-n2nnnc2SCC(=O)c2cc(C)n(-c3cc(C)on3)c2C)cc1	2	-6	-10	1	1	4	19	13
COc1ccc(CNC(=O)CN(Cc2ccc(F)cc2)C(=O)c2csnn2)cc1	5	11	-6	1	4	-1	0	6
COc1ccc(N2CCN(C(=O)CCS(=O)(=O)c3ccc(OC)cc3)CC2)cc1	2	14	-2	2	9	1	4	-1
Cc1cc([N+](=O)[O-])nn1CCCC(=O)Nc1cc(Oc2ccccc2)cc([N+](=O)[O-])c1	23	0	-1	9	13	-10	3	2

Continued.
structure	CCR6 antag	697 NFkB inh	Apaf1 inhib	Gli-Sufu block	UBC13 inh	SENP8 block	EBI2 block	Jurkat NFkB inh
CCOc1ccc(Nc2cc(=O)n(C)c(=O)n2C)cc1	11	10	-6	-27	-3	2	-5	9
CCOC(=O)c1cc2sccc2n1CC(=O)OC(C)C	17	10	-3	6	3	1	-3	8
O=C(Nc1ccccc1F)C1CCCN1S(=O)(=O)c1cccc2nsnc12 (centres undefined)	7	3	-11	1	-4	1	-12	8
CCOC(=O)C1CCN(C(=O)c2cc3c(OC)c(OC)c(OC)cc3[nH]2)CC1	4	17	1	0	-2	-4	-5	-18
COC(=O)c1c(NC(=O)CCCC(=O)O)sc(C)c1C	7	-6	-10	2	14	1	0	18
CCOC(=O)C1=C(C)NC(=O)NC1c1ccc(N(CC)CC)cc1 (centres undefined)	1	0	7	-9	1	4	-2	-2
O=C(CSc1c[nH]c2ccccc12)NCC1CCCO1 (centres undefined)	4	-9	11	6	-4	-9	-4	-13
CCOC(=O)Nc1cc(Br)c2c(c1)OCCO2	-6	-12	7	-10	1	20	-6	-25
CCOCCCN(C(=O)c1snc(C(N)=O)c1N)C(C(=O)NCCC(C)C)c1ccc(Cl)cc1 (centres undefined)	17	-14	12	2	-3	-7	13	-4
C=CC[N+]1(CC#Cc2ccccc2)CCCC1	29	-5	-1	24	6	3	-13	-3
O=C(Nc1sc2c(c1C(=O)NC1CC1)CCCCCC2)c1ccco1	1	9	13	0	2	5	-4	-14
CCc1noc(C)c1C(=O)OCC(=O)c1ccc(NC(C)=O)cc1F	-6	3	-7	-20	12	-1	13	9
CN(CC(=O)NCc1ccccn1)S(=O)(=O)c1ccc2ccccc2c1	1	12	-2	26	6	1	-5	9
CC(C)CCN(CCC(C)C)C(CO)(CO)CO	8	21	15	2	1	1	-13	11
Cc1cc(C)cc(OCC(=O)NC(C)c2ccccc2)c1 (centres undefined)	9	14	6	5	7	-3	7	-16
Cc1ccc2nc(Nc3nc(CSc4nc5ccccc5s4)cc(=O)[nH]3)nc(C)c2c1	20	-57	17	23	-14	-12	11	14
COc1ccc(NC(=O)COC(=O)CN2C(=O)C3CCCCC3C2=O)cc1OC (centres undefined)	8	-2	16	-5	-10	-14	-2	-9
